Cneo AK release – Cryptococcus neoformans cell lysis inducers, primary screen, AK release luminescence, single concentration. AID 651654, 2012. C. neoformans lysis, adenylate kinase release luminescence, 4 h; normalised: neutral wells 0, clomiphene wells 100. lysis activity, % at 15 µM. hit rate 0.2% among 360,000;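 active = mean lysis activity across replicates of at least 80%, whatever share of replicates individually reach that level; inactive = mean lysis activity below 80%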
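Material – Cryptococcus neoformans yeast cells · Quantity – 5 × 10^6 yeast cells/mL · Buffer or medium – YPD medium · Compound – single dose · Timing – 4 h static compound exposure, 37 °C, read 1 h post-reagent · Signal – adenylate kinase release luminescence · Read-out basis – lysis from increased AK signal · Benchmarks – Clomiphene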
C2C12 statin – suppressors of statin myotoxicity in C2C12 myotubes, primary screen, cell-based, single point, plate reader; C2C12 myotubes + simvastatin, ATP luminescence, 48 h; scaled: DMSO 0, geranylgeraniol control 100; rescue of ATP level, % at 7.49 µM; hit rate 0.78% among 330,000;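 active = mean ATP rescue above about 67%, or every replicate alone reaching that limit, limit read from the data, passing the limit was not always enough; inconclusive = no clear call, values can overlap the other calls; inactive = mean under the limit and some replicate under it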;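 also: myotubes were challenged with 10 µM simvastatin during compound exposure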
PglD inh – C. jejuni PglD acetyltransferase inhibitors, primary screen, biochemical, DTNB colorimetric, single point. hit rate 0.098% among 360,000. purified PglD enzyme, DTNB colorimetric CoA detection. inhibition, % at 12.5 µM. AID 602405, 2012; in the data active = inhibition above about 16%, passing the limit was not always enough; inconclusive = no clear call, values can overlap the other calls; also: strong numbers were not always called active
F508del corr – F508del CFTR correction, initial screen, CFBE line, single point; hit rate 0.36% among 350,000; activity (quench increase), % at 7.58 µM; CFBE cells, YFP halide quenching; stimulated with forskolin plus potentiator P3; % fluorescence drop versus neutral controls;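 active = mean added fluorescence quench of at least 8% versus neutral control, with both replicates also reaching 8%; inconclusive = only one of the mean or replicate conditions met; inactive = mean below 8% and not both replicates reaching 8%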;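 also: cells transiently co-express mutant CFTR-F508del with the halide-sensitive YFP; corrector assay measuring rescue of mutant channel to the surface after 24 h compound exposure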
miR-122 sensor – miR-122 Renilla sensor signal increase in Huh7, primary screen, miR-122 inhibitor project, cell-based, single point, plate reader; Huh7 miR-122 Renilla luciferase sensor, 48 h; neutral wells = 0, positive control = 100; activation (reporter increase), % at 12.5 µM; hit rate 0.3% among 340,000; AID 602342, 2012;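 active = mean replicate activation score at least 90 and every replicate individually at or above 90; inconclusive = only one of the two criteria met; inactive = neither criterion met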;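 also: higher luciferase means less miR-122 activity so hits act as miR-122 inhibitors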
FN deposition inh – inhibitors of fibronectin matrix deposition, primary screen, AH1F cells, Alexa488-fibronectin fluorescence, plate reader | AH1F fibroblasts, overnight | inhibition, % at 12.6 µM | hit rate 0.086% among 350,000;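 active = mean inhibition across replicates of 30% or more, regardless of how many single replicates reach that level; inconclusive = mean under 30% yet at least half of replicates reach 30%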;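 also: positive control wells lacked labelled fibronectin entirely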
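test system = AH1F fibroblasts assembling fluorescent fibronectin matrix | quantity = 10000 AH1F cells per well | buffer or medium = DMEM plus 2% serum, read in PBS | doses = single dose, pinned | incubation = 1 h cell attachment, overnight exposure to compound and label | detection = fluorescence at 485 nm excitation, 525 nm emission | read-out basis = inhibition from reduced deposited-fibronectin fluorescence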
PGC1a acetyl inh – inhibitors of PGC1a acetylation signal, primary screen, cell-based, U2OS, AlphaScreen, inhibitor mode; AlphaScreen anti-acetyl-lysine; with virally co-expressed GCN5 acetyltransferase; inhibition, % at 15.6 µM; hit rate 0.17% among 350,000; AID 651687, 2012;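 active = every replicate shows inhibition of at least 40%; inconclusive = mean inhibition at least 40% but some replicate below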;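 also: 0% = neutral control wells and 100% = positive control wells; some results beyond the cut were filed as inactive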
INS-1E GSIS act – GLuc luminescence reporter in INS-1E cells, primary screen for activators of glucose-dependent secretion of insulin | activation, % at 16.6 µM | hit rate 0.61% among 370,000 | INS-1E GLuc reporter insulin secretion, 2-3 h | AID 743287, 2014;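 active = lowest replicate activation of at least 40%, so every replicate reaches that level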;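 also: 0% = median of neutral control wells and 100% = median of IBMX positive control wells; some compounds called inactive have numbers as strong as hits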
* = called active by the depositor; ? = inconclusive; . = no result given; [ ] = another dose, or the depositor's remark.

| SMILES | Cneo AK release | C2C12 statin | PglD inh | F508del corr | miR-122 sensor | FN deposition inh | PGC1a acetyl inh | INS-1E GSIS act |
| --- | --- | --- | --- | --- | --- | --- | --- | --- |
| O=C1C(=O)N(C2CCS(=O)(=O)C2)C(c2cccc(O)c2)/C1=C(/O)c1ccc(Cl)cc1 (stereo unspecified) | -0.3 | 4.3 | -2.3 | -1.6 | -6.9 | -21.1 | -8.3 | 17.2 |
| COc1ccc2cc(-c3[nH]ncc3CN3CCCC3c3nonc3C)ccc2c1 (stereo unspecified) | -0.5 | -17.4 | -1.8 | ? | -6.6 | 7.5 | 5.7 | 11.0 |
| O=C(Cc1ccccc1)Nc1ccc(N2CCCCC2)cc1 | . | -11.1 | . | -0.8 | -2.0 | 8.7 | -5.8 | -6.1 |
| CCc1ccc(NC(=O)C2CCCN(S(=O)(=O)c3ccc4c(c3)CC(C)N4C(C)=O)C2)cc1 (stereo unspecified) | -1.7 | -10.0 | 2.5 | -1.3 | -2.3 | 0.5 | -4.1 | -23.1 |
| CCc1ccc(-c2cnc3nc[nH]c(=O)c3n2)cc1 | -1.8 | . | 0.7 | -0.7 | 6.8 | -1.0 | 0.2 | . |
| CCCCNC(=O)c1ccc(S(=O)(=O)c2ccc(Cl)cc2)c(NC(C)=O)c1 | 5.3 | 52.0 | 0.8 | . | 0.5 | -3.3 | -10.3 | -5.2 |
| Cc1cccn2c(=O)nc(SCC(=O)N3CCC(C)CC3)nc12 | . | -2.7 | 1.6 | 3.5 | 3.2 | -3.9 | 7.7 | 14.9 |
| CN1CCN(C(=O)C2=C[C@H](C(C)(C)C)C[C@H](OCCCCO)O2)CC1 | 2.5 | -1.8 | -5.3 | 1.4 | -6.7 | -1.0 | 9.2 | -13.0 |
| CCn1c(SCC(=O)Nc2ccc(Cl)cc2)nc2nc3c(cc2c1=O)CCCC3 | -0.4 | . | -1.4 | . | -5.2 | 7.7 | -8.9 | -22.3 |
| CN(C)C(=O)C[C@H]1C=C[C@H](NC(=O)C2CC2)[C@@H](CO)O1 | -2.3 | 1.1 | -1.0 | 0.4 | . | 1.9 | 7.2 | 11.7 |
| CC(=O)NC(CC(=O)Nc1cccc(S(=O)(=O)N2CCOCC2)c1)c1ccccc1 (stereo unspecified) | -0.5 | 0.7 | 0.9 | 3.0 | 6.8 | -1.2 | -7.5 | 5.0 |
| CCOc1ccc(Nc2nc(Cc3nnc(SCC(N)=O)o3)cs2)cc1 | -3.6 | -24.7 | 3.2 | . | . | . | -1.6 | -12.3 |
| C[C@@H]1CCCCO[C@H](CN(C)S(=O)(=O)c2cccs2)[C@H](C)CN([C@H](C)CO)C(=O)c2cc(NC(=O)NC3CCCCC3)ccc2O1 | 1.0 | . | -3.2 | -3.2 | -6.9[16.7 µM] | . | -5.5 | -20.6 |
| NC(=O)CC(NC(=O)c1ccccc1)c1ccc(NCCN2CCOCC2)c([N+](=O)[O-])c1 (stereo unspecified) | 0.4 | -1.3 | -4.5 | 0.6 | -2.7 | -2.9 | . | 16.7 |
| COCCSc1ccccc1C(=O)Nc1ccncc1 | 0.9 | 4.8 | -2.0 | 4.5 | . | . | 4.6 | 5.2 |
| O=C(Nc1nc2ccccc2[nH]1)c1ccccc1F | -2.1 | . | 5.4 | . | -0.9 | . | 14.4 | 10.9 |
| CCC(CC)C(=O)NCc1cccnc1 | . | . | . | 2.2 | . | 11.0 | 7.9 | 12.0 |
| O=C(CN1CCOCC1)N[C@H]1CC[C@H](CCNC(=O)C2CCC2)O[C@@H]1CO | -14.3 | -6.3 | 1.2 | 1.4 | 18.5[16.7 µM] | -16.3 | -8.5 | 17.1 |
| CCOc1cc(/C=C(\C#N)C(N)=O)ccc1OS(=O)(=O)c1ccccc1 | -8.8 | . | 8.3 | . | -5.7 | . | 7.5 | 18.3 |
| CCC(CC)C(=O)NCCNC(=O)C(CC)CC | 1.6 | -1.0 | 0.4 | . | -7.8 | -2.3 | 11.5 | 15.7 |
| O=C(/C=C/c1ccco1)Nc1ccc2nn(-c3ccccc3)nc2c1 | -3.4 | . | 2.1 | . | -18.5 | 2.2 | . | -0.4 |
| COCCCn1c(C(=O)NC2CCCCC2)cc2c(=O)n3cccc(C)c3nc21 | 1.1 | 10.0 | 8.4 | -0.2 | -3.2 | -0.6 | 1.4 | -3.1 |
| C[C@H](CO)N1C[C@H](C)[C@@H](CN(C)Cc2ccc(Cl)c(Cl)c2)Oc2ccc(NC(=O)Nc3ccc(C(F)(F)F)cc3)cc2CC1=O | -1.6 | -26.1 | 0.5 | 12.6* | -24.4[16.7 µM] | 1.6 | 4.0 | 9.2 |
| COc1ccc(C(=O)Nc2ccc(NC(C)=O)cc2)cc1S(=O)(=O)N1CCCC1 | -2.2 | -2.6 | -7.4 | -0.6 | -4.5 | 2.2 | -0.6 | -3.2 |
| COc1ccc(S(=O)(=O)N2CCC(C(=O)N3CCN(C)CC3)CC2)cc1OC | 2.3 | 10.6 | 2.7 | -0.2 | -0.5 | 0.2 | -2.6 | 5.1 |
| O=S(=O)(NCc1cccs1)c1ccccc1Cl | 0.3 | -7.7 | -3.1 | -1.7 | . | 0.7 | -4.3 | 15.2 |
| Cc1cccc(OCCOCCSc2ncccn2)c1 | 0.8 | 1.4 | 3.9 | . | 4.3 | . | 8.4 | . |
| CC(C)CC#Cc1ccc([C@H]2[C@@H](CO)N3CCCCN(S(=O)(=O)c4ccc(F)cc4)C[C@@H]23)cc1 | 0.9 | -26.0 | -13.4 | -0.1 | 2.2[16.7 µM] | . | -7.1 | 6.6 |
| CC1CN(C(=O)c2ccccc2NS(=O)(=O)c2ccc(Cl)cc2)CC(C)O1 (stereo unspecified) | 1.3 | -1.2 | -2.3 | -1.8 | -1.2 | -5.5 | . | -0.9 |
| CC1CCCCN1CCNC(=O)CC1Oc2ccccc2NC1=O (stereo unspecified) | 0.4 | -4.3 | -4.4 | -2.1 | 7.5 | 2.1 | 10.5 | 10.7 |
| O=C(CSc1nc(N2CCCCC2)nc(N2CCCCC2)n1)N1CCN(c2ccccc2)CC1 | -3.3 | 14.0 | -6.7 | . | 0.5 | . | 4.7 | . |
| N#C[C@@H]1[C@@H](c2ccccc2)[C@@H](CO)N1S(=O)(=O)c1cccc(F)c1 | -0.5 | 14.3 | 1.1 | 0.6 | . | 5.9 | -4.7 | 15.8 |
| CC1SCCN1S(=O)(=O)c1ccc2ccccc2c1 (stereo unspecified) | 0.3 | 1.4 | 6.1 | . | 2.9 | . | -17.9 | . |
| C[C@H](OC(=O)c1[nH]cnc1C(=O)N1CCN(C(=O)OC(C)(C)C)CC1)c1ccccc1 | 2.5 | 0.3 | 2.7 | 1.0 | . | 1.4 | . | -8.0 |
| CCCc1nnc(NC(=O)CCC(=O)NCc2ccccc2OC)s1 | -0.2 | 24.4 | 4.1 | . | -2.9 | . | 3.8 | 8.2 |
| C[C@H]1CN([C@@H](C)CO)C(=O)c2cc(NC(=O)Cn3cnnn3)ccc2O[C@@H]1CN(C)Cc1ccc(C(F)(F)F)cc1 | -14.3 | 31.1 | -4.3 | 0.3 | 4.3[16.7 µM] | -1.3 | -1.3 | 13.4 |
| COc1ccc(S(=O)(=O)N(C)C)cc1NC(=O)CSc1nncs1 | 0.7 | -3.7 | 4.9 | -2.9 | -5.3 | -0.1 | -2.5 | 8.7 |
| O=C(COC(=O)Cc1cccc(C(F)(F)F)c1)NC1CCS(=O)(=O)C1 (stereo unspecified) | . | -15.2 | . | -1.0 | -12.6 | . | 1.4 | 1.7 |
| Cc1c(C(=O)N2CCCCCC2)c(S(=O)(=O)Nc2ccc(F)cc2)c(C)n1C | -0.3 | 26.5 | 0.6 | -2.9 | 60.4 | -2.9 | -3.2 | 0.4 |
| Cc1c(C(=O)NCc2cccnc2)oc2ccc(S(=O)(=O)N3CCCCCC3)cc12 | -3.0 | 4.6 | 0.0 | . | -4.8 | . | 5.5 | . |
| O=C(N/N=C(\c1ccccc1)c1cccnc1)c1cccc(F)c1 | -4.8 | 21.7 | 3.2 | 3.2 | 11.2 | . | . | 10.8 |
| CCOC(=O)C1CCC(=O)C1 (stereo unspecified) | 4.4 | 2.2 | 6.3 | 0.4 | 0.6 | 1.2 | 8.6 | 21.1 |
| O=C(Cn1ccc(NC(=O)OCc2ccccc2)nc1=O)NCc1nc2ccccc2[nH]1 | 0.1 | 17.2 | -2.3 | -3.3 | -9.0 | 1.2 | 8.5 | -3.1 |
| O=C(NC1CC1)c1cc2c(s1)CS(=O)(=O)C2 | -0.3 | -0.2 | 4.5 | -2.0 | 2.3 | 4.0 | . | -2.6 |
| CC(=O)N(C)C[C@@H]1Oc2cc(-c3ccccc3F)ccc2S(=O)(=O)N([C@@H](C)CO)C[C@@H]1C | -2.1 | 9.3 | 3.1 | -0.9 | -1.0[16.7 µM] | -7.6 | -6.7 | 10.6 |
| COc1ccc(C(=O)OCC(=O)Nc2cccc(C(C)=O)c2)c(OC)c1OC | -1.9 | -7.5 | -1.4 | -0.9 | 6.6 | 1.3 | -0.8 | 12.3 |
| CC(=O)N1CCc2cc(S(=O)(=O)NCCN3CCC(C)CC3)ccc21 | -0.8 | -2.9 | 5.2 | . | 8.2 | 14.1 | -0.9 | . |
| O=C(c1ccc(CNc2c(NC3CCCCC3)c(=O)c2=O)cc1)N1CCc2ccccc21 | 1.2 | 6.9 | 3.8 | 6.0 | -31.0 | -2.7 | -5.8 | . |
| Cc1cccc(C(=O)O[C@H]2[C@H](Cc3ccccc3)NS(=O)(=O)[C@H]3CC4C=C[C@]23O4)c1 | 10.8 | -9.7 | . | 0.8 | . | -2.2 | . | 2.3 |
| COc1ccccc1NC(=O)C(C)OC(=O)Cc1n[nH]c(=O)c2ccccc12 (stereo unspecified) | 1.4 | 10.2 | 2.6 | -0.4 | 2.9 | -1.6 | -10.3 | 9.1 |
| CC1CCC2(CC1)NC(=O)N(Cc1nc(-c3ccccc3)no1)C2=O (stereo unspecified) | 0.5 | . | 2.0 | . | 0.0 | . | -7.8 | 3.6 |
| CCOC(=O)c1ccccc1NC(=O)c1ccccc1NS(C)(=O)=O | 6.9 | -7.6 | 0.8 | . | -6.3 | . | -4.3 | . |
| Oc1ccc(Br)cc1-c1ccnn1-c1ccccc1 | 0.5 | 0.3 | -7.0 | 1.8 | 23.4 | 1.1 | -45.5 | 5.7 |
| COC(=O)C1=C(C)N(c2ccc(OC)c(OC)c2)C(=O)/C1=C\c1cccs1 | . | . | . | 1.1 | . | -5.2 | 3.8 | 3.5 |
| Cc1ccc2c(CN3CCN(S(=O)(=O)c4ccc5c(c4)OCCO5)CC3)cc(=O)oc2c1C | 2.2 | -21.5 | 3.3 | . | 0.9 | -20.8 | -8.4 | . |
| CCCCn1nc2cc(C(=O)NCCc3ccc(C)cc3)ccc2c1OCC | 0.4 | -10.6 | -1.7 | -2.0 | 0.4 | -16.7 | -11.3 | -61.0 |

Source: PubChem BioAssay
